Screening data as filed in PubChem.
CHRM5 PAM: CHRM5 positive allosteric modulation | CHO-K1 hM5, Fluo-8 calcium, ACh EC20 PAM; 0% = ACh EC20, 100% = ACh EC100 | activation, % at 3 µM | 360,000 tested, 0.3% active | AID 624038;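 active = activation above the run cutoff, the mean activation of all test compounds plus 3 SD, cut at about 18% in these data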
Target sequence (P08912 whole entry, looked up): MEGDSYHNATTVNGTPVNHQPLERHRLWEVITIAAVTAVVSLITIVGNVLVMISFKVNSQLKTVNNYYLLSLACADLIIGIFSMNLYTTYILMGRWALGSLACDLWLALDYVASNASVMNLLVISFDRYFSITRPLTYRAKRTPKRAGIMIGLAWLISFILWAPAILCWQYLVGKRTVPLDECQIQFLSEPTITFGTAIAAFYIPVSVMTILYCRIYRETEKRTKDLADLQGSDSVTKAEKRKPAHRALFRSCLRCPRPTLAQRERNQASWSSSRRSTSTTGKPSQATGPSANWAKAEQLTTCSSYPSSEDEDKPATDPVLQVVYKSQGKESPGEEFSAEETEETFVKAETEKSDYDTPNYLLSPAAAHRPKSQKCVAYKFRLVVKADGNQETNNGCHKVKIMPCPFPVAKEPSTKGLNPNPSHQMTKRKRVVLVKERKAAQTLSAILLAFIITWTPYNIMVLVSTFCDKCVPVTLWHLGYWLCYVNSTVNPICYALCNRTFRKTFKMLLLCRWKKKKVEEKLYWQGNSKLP
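Assay system: CHO-K1 hM5 cells / Incubation: Fluo-8 loading 80 min at 37 °C plus 30 min room temperature / Technique: Fluo-8 calcium dye fluorescence, kinetic read / Repeats: single replicate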
CHO-K1 Ca PAM: M1 PAM counterscreen hit in parental CHO-K1 cells | ATP EC20, Fluo-8 calcium fluorescence; 0% at ATP EC20, 100% at ATP max | activation, % at 3 µM | 360,000 tested, 0.02% active;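 active = activation above the run cutoff, the mean activation of all test compounds plus 3 SD, cut at about 40% in these data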;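 note: peak over basal fluorescence ratio in a 140 s read after ATP addition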
CHRM4 PAM: positive allosteric modulators of human muscarinic M4 receptor | activation, % at 3 µM | AID 624126 | P08173 | 360,000 tested, 0.4% active | CHO-K1 hM4/Gqi5, Fluo-8 calcium fluorescence, ACh EC20; 0% = ACh EC20, 100% = maximal ACh;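 active = activation above its plate's cutoff, the mean activation of sample wells plus 3 SD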; note: some results filed as inactive read as strong as hits
Target sequence (P08173 whole entry, looked up): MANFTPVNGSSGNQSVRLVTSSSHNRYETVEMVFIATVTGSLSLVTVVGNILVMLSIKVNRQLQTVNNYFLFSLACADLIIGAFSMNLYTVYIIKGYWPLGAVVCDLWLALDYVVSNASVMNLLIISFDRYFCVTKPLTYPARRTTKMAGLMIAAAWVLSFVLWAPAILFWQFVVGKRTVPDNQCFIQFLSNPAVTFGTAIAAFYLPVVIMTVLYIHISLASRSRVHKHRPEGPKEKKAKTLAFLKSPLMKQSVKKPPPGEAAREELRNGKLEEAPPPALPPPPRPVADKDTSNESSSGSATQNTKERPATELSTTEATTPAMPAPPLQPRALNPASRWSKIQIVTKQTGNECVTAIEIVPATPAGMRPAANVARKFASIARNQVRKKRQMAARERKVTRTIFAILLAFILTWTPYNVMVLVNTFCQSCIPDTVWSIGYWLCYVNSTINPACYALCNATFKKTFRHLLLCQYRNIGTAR
CRFR2-BP antag: antagonists of CRF-binding protein/CRF-R2 receptor complex | HEK293 CRF-R2/CRF-BP, CRF-induced calcium fluorescence | inhibition, % at 11.8 µM | 350,000 tested, 0.59% active;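 active = inhibition of the ligand-induced calcium signal above about 50% at the single tested concentration, limit read from the data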
CRFBP-R2 agonist: CRF-BP/CRF-R2 complex agonism. HEK293 CRF-R2/CRF-BP, calcium dye fluorescence (FLIPR); percent of saturating CRF peptide response. 350,000 tested, 0.46% active. activation, % at 13.2 µM;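 active = activation of at least 50%, plus an integration ratio under a set limit after plate pattern correction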;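 note: plate controls were neutral control wells without compound for no effect and CRF at EC100 for full effect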
TAAR1 agonist: agonists of human TAAR1. Q96RJ0. CHO RD-HGA16 TAAR1, Fluo-8 calcium fluorescence; vehicle wells 0%, saturating PEA agonist 100%. activation, % at 3 µM. 360,000 tested, 0.99% active. AID 624467;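 active = activation above the mean activation of all test compounds in the run plus 3 SD, cut at about 38% in these data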
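Benchmarks: low control DMSO, high control PEA (EC100); System: CHO RD-HGA16 cells carrying human TAAR1 plus Gα16; Detection: Fluo-8 fluorescence, 5 s baseline then 140 s kinetic read; Schedule: 17-24 h plating, Fluo-8 75 min 37 °C, 30 min RT; Read-out basis: % activation from peak over basal fluorescence ratio, DMSO-to-PEA scaled.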
TAAR1 antag: antagonists of human TAAR1; Q96RJ0; CHO RD-HGA16 TAAR1, Fluo-8 calcium fluorescence, antagonist; inhibition, % at 3 µM; 360,000 tested, 1.5% active; AID 624466;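 active = inhibition above a per-plate cutoff, the mean inhibition of test compounds on that plate plus 3 SD, cut at about 49% in these data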;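 note: 0% = DMSO plus EC80 beta-PEA response and 100% = DMSO alone without agonist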
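System: RD-HGA16 CHO cells with stable hTAAR1 and Gα16 | Probe or stimulus: EC80 β-phenethylamine stimulus | Dosing: 3 µM, single point | Times: Dye loading 75 min at 37 °C, then 30 min room temperature | Measured by: Fluo-8 calcium-sensitive fluorescence | Read-out basis: % inhibition of agonist calcium response | Replicates: n of 1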
M5 antag: antagonists of human muscarinic M5 receptor (CHRM5); P08912; CHO-hM5 cells, Fluo-8 calcium fluorescence, ACh EC80; AID 624040; inhibition, % at 3 µM; 360,000 tested, 0.59% active;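 active = inhibition above a per-plate cutoff, the mean of that plate's test compounds plus 3 SD, cut at about 27% in these data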;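 note: 0% = acetylcholine EC80 with DMSO and 100% = DMSO without agonist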
M5 ag: CHRM5 agonism in calcium assay; activation, % at 3 µM; P08912; 360,000 tested, 0.19% active; CHO-K1 hM5 cells, Fluo-8 calcium fluorescence; 0% DMSO wells, 100% maximal acetylcholine response;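 active = activation above the run's mean over test compounds plus 3 SD, cut at about 23% in these data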;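 note: signal is peak over basal fluorescence ratio across the kinetic read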
* hit, by the source's call; . = not tested or not shown; & = joins results of further samples. The order is random (roughly 4.2% active in at least one column).

SMILES	CHRM5 PAM	CHO-K1 Ca PAM	CHRM4 PAM	CRFR2-BP antag	CRFBP-R2 agonist	TAAR1 agonist	TAAR1 antag	M5 antag	M5 ag
CN(Cc1ccco1)C(=O)CSc1nn2c(=O)c(C(C)(C)C)nnc2s1	-3	7	4	5	-1.1	-2	-17	5	2
COc1ccc(-n2nc(C(=O)NCC(=O)NCCCN3CCN(C)CC3)c3ccccc3c2=O)cc1OC	-2	7	-4	-1	0.3	-1	-4	8	-2
C=C(C)CNC(=S)Nc1sc2c(c1C(=O)OCC)CC(C)(C)OC2	-7	19	-8	-31	2.6	1	4	5	-2
CCOC(=O)c1sc(NC(=O)CSc2nc(C)cc(-c3ccccc3)n2)c(C#N)c1C	2	11	5	-9	-1.6	9	0	-7	0
CS(=O)(=O)N1CCN(C(=O)NC2CCCCC2)CC1	-3	4	0	-1	-0.4	12	-3	-19	0
Cc1ccc(-c2c(C(=O)N/N=C/c3cccnc3)nnn2-c2nonc2N)cc1	0	8	-7	-35	0.7	10	6	-6	-6
O=C(NCc1ccco1)C1CCN(S(=O)(=O)Cc2ccccc2)CC1	-1	19	2	-10	-2.1	8	6	1	3
Cc1ccc2c(c1)c1ncnc(N3CCOCC3)c1n2C	-3	16	3	-11	-2.8	2	-24	6	8
COc1ccc(Cn2nnnc2C(C(C)C)N2CCc3ccccc32)cc1 (stereo unspecified)	-2	-5	-4	7	8.7	-3	19	6	-4
O=C(Nc1ccc(S(=O)(=O)N2CCOCC2)cc1)c1ccccc1F	4	7	1	22	1.3	6	-13	-16	0
CC1=NNC(=O)C1CC(=O)N/N=C/c1ccncc1 (stereo unspecified)	2	12	-10	-2	1.1	1	-6	0	-2
Cc1ccc(CC(=O)O/N=C(\N)c2cccc([N+](=O)[O-])c2)cc1	-3	2	-2	12	-4.2	-2	4	9	-4
CCn1c(SCC(=O)Nc2oc(C)c3c(C)n[nH]c(=O)c23)nc2sc(C)c(C)c2c1=O	8	21	5	4	-2.0	.	.	-3	1
C#Cc1ccc(CN2CCC(Oc3ccc(C(=O)NCc4ccccn4)cc3)CC2)cc1	-12	-2	-14	-15	-3.2	0	-8	20	-8
CN1CC2(Cc3c1ccc1ccccc31)C(=O)OC(C)(C)OC2=O	8	17	3	-3	-1.2	0	-10	-7	-4
Cc1nc(N)sc1N=Nc1ccc(Br)cc1	5	15	9	1	-0.4	0	-1	-2	-1
Cc1ccnc(NC2(C(F)(F)F)N=C(c3ccccc3)NC2=O)c1 (stereo unspecified)	-6	23	-5	-16	-1.6	5	-3	2	-2
CCOc1ccc(C(=O)OCC(=O)Nc2cccnc2Cl)cc1OCC	-5	12	5	103*	1.2	0	-22	15	1
CC(C)(C)Nc1nc(SCC(=O)Nc2ccccc2)nc(N2CCOCC2)n1	-1	-4	6	11	0.4	0	-54	7	-11
COCCn1c(C)cc(C2=NNC(=Nc3ccc(Cl)cc3Cl)SC2)c1C	3	10	-7	0	1.2	-1	18	-6	-3
Cc1ccccc1CN1C(=O)c2ccccc2S1(=O)=O	-1	11	-1	6	-1.4	1	8	12	-6
C/C(=N/NS(=O)(=O)c1ccc(Br)cc1)c1ccc(C)o1	3	-2	3	-15	13	9	8	1	1
CC1(C)O[C@@H]2[C@H](O1)[C@@H](CO)O[C@H]2n1ccc(=O)[nH]c1=O	1	-2	9	-3	0.7	6	1	5	4
COc1cccc(NS(=O)(=O)c2ccc3c(c2)NC(=O)C(C)S3)c1 (stereo unspecified)	-12	8	-3	-11	0.4	5	15	-12	12

Record cards, from the list above. Screens in order: CHRM5 PAM, CHO-K1 Ca PAM, CHRM4 PAM, CRFR2-BP antag, CRFBP-R2 agonist, TAAR1 agonist, TAAR1 antag, M5 antag, M5 ag
Record of `CCn1c(SCC(=O)Nc2oc(C)c3c(C)n[nH]c(=O)c23)nc2sc(C)c(C)c2c1=O` = 8, 21, 5, 4, -2.0, ., ., -3, 1
Record of `CCOc1ccc(C(=O)OCC(=O)Nc2cccnc2Cl)cc1OCC` = -5, 12, 5, 103*, 1.2, 0, -22, 15, 1
Record of `CN1CC2(Cc3c1ccc1ccccc31)C(=O)OC(C)(C)OC2=O` = 8, 17, 3, -3, -1.2, 0, -10, -7, -4

The listing continues.
SMILES	CHRM5 PAM	CHO-K1 Ca PAM	CHRM4 PAM	CRFR2-BP antag	CRFBP-R2 agonist	TAAR1 agonist	TAAR1 antag	M5 antag	M5 ag
COc1ccc(NC(=O)C2(C)CCN2CCOc2ccc(C)cc2)cc1OC (stereo unspecified)	-5	18	0	.	.	-2	-33	3	-1
CC1CCN(C(=O)C2CCN(S(=O)(=O)c3cccc4cccnc34)CC2)CC1	-5	4	-5	-11	0.0	5	-13	6	-1
Cc1c(NC(=O)C2CCCN2C(=O)c2cccs2)c(=O)n(-c2ccccc2)n1C (stereo unspecified)	-2	16	-2	19	2.8	3	-10	3	-1
S=C(NCCc1cnc[nH]1)NC1CCCC1	-5	-13	-7	-4	-0.1	6	-16	9	-2
CCC1(C)Cc2ccccc2C(=O)N1 (stereo unspecified)	2	23	11	3	1.1	1	-2	3	-1
CCOc1ccccc1NC(=O)Nc1ccc2c(c1)OCO2	6	15	2	7	-1.9	-1	-12	-4	-3
Cc1nnnn1/C(=C\c1ccccc1)C(=O)OCC(=O)Nc1cccc(S(=O)(=O)N(C)C)c1	-17	5	-8	-15	-0.2	2	5	20	3
O=c1nc2s/c(=C\c3ccc(-c4ccccc4[N+](=O)[O-])o3)c(=O)n2nc1-c1ccccc1	-3	14	-1	23	-0.2	8	3	-2	-1
Cc1ccc(C2CC(c3ccccc3)=NN2C(=O)CSc2nnc(-c3ccc(Cl)cc3)o2)o1 (stereo unspecified)	-5	5	12	7	5.6	1	-9	0	-1
COc1ccc(N=C2C(=Nc3ccc(OC)cc3)N(c3ccc(OC)cc3)C(=S)N2C)cc1	-1	16	-2	4	-0.3	.	.	-5	-1
Cc1ccc2[nH]c(=O)c(CN(CCN3CCOCC3)C(=O)Nc3ccc(F)cc3)cc2c1	-4	8	14	3	0.1	3	27	-4	1
Cc1ccccc1NC(=O)Cc1nc(COC(=O)c2ccccn2)cs1	2	-9	3	-3	0.8	1	-22	2	-1
CCOc1ccc(Cn2nnc(C(=O)NCCc3ccc(Cl)cc3)c2N)cc1	-4	13	-5	-6	0.7	2	-27	-2	2
CC(=O)N1CC(C)Oc2ccc(S(=O)(=O)NC(CC(=O)O)c3cc(C)ccc3C)cc21 (stereo unspecified)	0	-16	3	2	-2.9	1	3	1	-4
CSc1nc2ccc(NC(=O)c3c(F)cccc3F)cc2s1	-2	9	-5	-1	0.6	9	-13	4	-5
CCOC(=O)C1=CCN(S(=O)(=O)c2ccccc2F)C1c1ccc(C)cc1 (stereo unspecified)	-7	18	-5	.	.	7	2	9	-4
CCOC(=O)C1CCN(S(=O)(=O)C(F)(F)c2nc3ccccc3s2)CC1	-16	14	0	26	-3.2	13	23	8	6
COc1ccc(CCNC(=O)CO/N=C/c2cc3c(cc2Br)OCO3)cc1OC	-6	3	-8	17	-0.3	-1	7	13	-4
COc1ccc(CCNc2oc(COc3ccc(F)cc3)nc2C#N)cc1	-14	23	-2	41	-1.3	7	38	-1	-9
CCCCN(Cc1cc2cc(OC)ccc2[nH]c1=O)S(=O)(=O)c1ccc(C)cc1	-12	4	-4	2	1.3	5	77*	6	4
O=C(CSc1nnc(-c2ccccc2)o1)Nc1ccccc1F	-1	14	2	4	-1.3	2	13	-1	1
Cc1cc(C)n(-c2ccc(Cl)c(C(=O)Nc3ccc(-c4nnc5n4CCCCC5)cc3)n2)n1	-8	12	-5	21	-0.4	6	15	5	-4
CC(=O)Nc1cc(-c2ccc(C(=O)NC3CC3)cc2)cn2c(-c3cccc(C(F)(F)F)c3)cnc12	-5	-14	11	.	.	6	1	17	-2
CC1CCC(NS(=O)(=O)c2ccc(N3CCCC3=O)cc2)CC1 (stereo unspecified)	14	-24	-13	-2	-1.1	3	-10	17	8
CC(=O)N(Cc1cccnc1)Cc1cc2ccc(C)cc2[nH]c1=O	0	6	12	-4	1.0	0	12	-4	-2
COc1cccc(S(=O)(=O)N(C)C[C@H]2OCc3cnnn3CCCC(=O)N([C@@H](C)CO)C[C@@H]2C)c1	-2	8	4	-9	0.2	2	11	1	-1
Cc1ccc(CNC(=O)c2cc(-c3ccccc3)n(Cc3cc(C)no3)n2)cc1	-4	5	2	8	-0.6	-1	7	8	-5
COc1cc(NC(=O)c2nccnc2N)cc(C(=O)Nc2cccc(C(F)(F)F)c2)c1	-1&-9	-4&0	1&-4	2&11	0.5&-3.1	2&5	35&33	4&13	1&1
CCN(CC)S(=O)(=O)c1ccc(/C=C/C(=O)Nc2cccc(F)c2)cc1	-14	15	-22	-4	-0.3	10	58*	5	0
CSCCC(NC(=O)COc1ccccc1)C(=O)OCC(=O)c1cc2ccccc2o1 (stereo unspecified)	-12	5	-10	-17	-0.1	12	50*	2	-4
O=c1cc(-c2ccccc2F)nc(-c2ccccc2F)o1	4	9	8	-7	0.1	6	5	-5	-1
C=CCOC(=O)Nc1nc(CCNC(=O)OC(C)(C)C)c(C(=O)O)s1	13	.	5	.	.	5	4	-15	4
Cc1ccc2c(c1)nnn2C1CCN(S(=O)(=O)c2ccc(C(=O)N(C)C)cc2)CC1	-6	3	-2	10	0.4	8	-17	1	3
CCC(=O)NC(=S)Nc1cccc(NC(=O)c2ccccc2C)c1	-1	14	2	-30	11	16	2	10	-1
O=C(NCC1CCCO1)c1cc2ccccc2oc1=O (stereo unspecified)	-6	7	0	-6	-0.2	5	-8	0	-1
CCc1cc2cc(C)cc(C)c2nc1Cl	5	17	3	-9	-0.1	8	-19	4	2
CCOCCCNC(=O)Cc1ccc(OC)c(OC)c1	8	11	-1	-5	-0.6	3	5	-1	-3
O=C(C1CCN(S(=O)(=O)c2cccc3cccnc23)CC1)N1CCCCC1	3	-2	-8	10	0.5	12	-23	-6	3
CN(CC(=O)Nc1ccc(Cl)cc1)C(=O)CCc1nc2sc3c(c2c(=O)[nH]1)CCCC3	9	15	2	1	4.2	6	-16	-16	6
COc1ccc(NC(=O)C2CCN(c3cc(-c4ccccc4)nc4ncnn34)CC2)cc1OC	3	10	6	5	-2.6	2	-9	-2	3
Cc1cc(C)c(NC(=O)CSc2nnc(-c3ccccn3)n2N)c(Cl)c1	-5	16	-3	-14	0.4	12	-30	0	0
NNC(=O)C1CC(O)CN1S(=O)(=O)c1ccc(Cl)cc1 (stereo unspecified)	-4	5	-3	0	4.1	4	-1	11	-2
CCOCN(C(=O)Cn1cnc2ccccc21)c1c(C)cccc1CC	-1	18	-1	-7	3.4	0	-21	2	-1
CC(=O)c1ccc(Nc2nc(N3CCOCC3)nc(N3CCOCC3)n2)cc1	5	16	5	4	-0.6	3	-1	3	0
